EZH2 inh – blocks human EZH2/PRC2 H3K27 methylation | Q15910 | AID 651548 | DELFIA TRF, 1 h | inhibition, % at 12.5 µM | 0.35% of 57,000 active;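 active = mean inhibition of replicates at least 50% and every single replicate also reaching 50%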;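 note: dimethyl H3K27 on biotinylated H3 21-44 peptide detected by antibody; plate controls were median neutral control wells for no effect and median positive control wells for full effect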
Target sequence (Q15910 whole entry, looked up): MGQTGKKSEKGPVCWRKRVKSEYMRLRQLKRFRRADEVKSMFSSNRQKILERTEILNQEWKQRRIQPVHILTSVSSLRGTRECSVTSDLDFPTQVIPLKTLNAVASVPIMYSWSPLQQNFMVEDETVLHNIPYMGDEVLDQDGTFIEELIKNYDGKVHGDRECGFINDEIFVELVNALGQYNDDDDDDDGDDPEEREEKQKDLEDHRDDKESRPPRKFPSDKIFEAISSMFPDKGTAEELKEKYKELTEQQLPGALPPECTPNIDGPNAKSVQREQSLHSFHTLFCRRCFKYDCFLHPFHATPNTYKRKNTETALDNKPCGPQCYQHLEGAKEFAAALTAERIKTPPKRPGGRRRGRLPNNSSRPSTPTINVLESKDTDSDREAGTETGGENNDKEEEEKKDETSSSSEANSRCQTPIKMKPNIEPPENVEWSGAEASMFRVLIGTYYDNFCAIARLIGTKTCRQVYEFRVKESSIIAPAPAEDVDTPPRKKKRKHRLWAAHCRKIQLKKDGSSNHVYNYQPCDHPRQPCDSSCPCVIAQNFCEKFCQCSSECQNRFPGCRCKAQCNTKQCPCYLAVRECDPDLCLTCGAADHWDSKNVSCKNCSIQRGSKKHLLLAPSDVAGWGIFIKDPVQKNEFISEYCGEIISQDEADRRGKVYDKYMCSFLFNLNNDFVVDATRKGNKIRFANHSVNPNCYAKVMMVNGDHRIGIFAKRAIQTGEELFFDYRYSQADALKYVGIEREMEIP
IDH1 mut inh – blocks human IDH1 R132H reductase activity. diaphorase/resazurin fluorescence, 60 min. O75874. inhibition, % at 10 µM. 0.18% of 70,000 active; in the data active = inhibition above about 34%;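 note: 0% = DMSO and 100% = no enzyme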
* marks the source's active call; other numbers are inactive results; · = not tested or not shown; & = joins results of further samples. A portion of the library; the hit share may differ from the screen's.

SMILES	EZH2 inh	IDH1 mut inh
COC(=O)N1CCN(C(=O)Cc2ccc(Cl)c(Cl)c2)C(CN2CCCC2)C1 (centres undefined)	·	-1.1
NCC(CC(=O)O)c1ccc(Cl)cc1 (centres undefined)	·	0.3
O=C(O)c1[nH]c2ccc(Cl)cc2c1CC(=O)N1CCC2(CC1)OCCO2	2	0.5
COc1ccc(C(=O)OC2C[C@H]3CC[C@H](C2)N3C)cc1OC (some centres undefined)	-7	-1.6
CCC1C2CC[N+]3([O-])CCC4(C(=C2C(=O)OC)Nc2c(OC)cccc24)C13 (centres undefined)	·	0.1
C=CC1C[N+]2([O-])CCC1CC2C(O)c1ccnc2ccccc12 (centres undefined)	12	-0.1
Cc1ccc2c(c1)Cc1c(C(=O)NN3CCCCC3)nn(-c3ccc(Cl)cc3Cl)c1-2	7	-1.0
CC(C)=CCCN1CCC(NC(=O)[C@](O)(c2ccccc2)C2CCCC2)CC1	-1	-0.8
C[C@H](CO)N1C[C@H](C)[C@H](CN(C)C(=O)Oc2cccc3ccccc23)OCc2cnnn2CCCC1=O	1	-0.7
O=C(Cn1cc(C(=O)c2ccccc2)c2ccccc21)Nc1ccc(F)cc1	-3	0.0
O=C1c2ccccc2C(=O)N1Cc1nc2ccccc2c(=O)n1-c1ccc(Br)cn1	-10	0.0
CC(C)(C)NCC(O)c1cc(Cl)c(N)c(Cl)c1 (centres undefined)	·	0.9
COC[C@H]([C@@H](O)[C@@H](O)C(=O)NCC[C@@H](C)c1nc(/C=C/C[C@H]2OC3(C[C@H](O)[C@H]2C)OC([C@@H](C[C@@H](O)[C@@H](C)[C@@H](O)[C@@H](C)/C=C(C)/C(C)=C/C=C/C(C)=C\C#N)OC)[C@@H](OP(=O)(O)O)C3(C)C)co1)N(C)C (some centres undefined)	·	0.8
CC1(C)C2CC(=O)[C@]3(C)C(CC[C@@]4(C)[C@H](c5ccoc5)OC(=O)[C@H]5O[C@]543)[C@@]2(C)C(=O)C[C@H]1O (some centres undefined)	·	0.2
COc1ccc2c(c1OC)C(=O)O[C@@H]2[C@H]1c2cc3c(cc2CCN1C)OCO3	·	-1.9
OC12C3C4CC5C6C4C1C6C(C53)N2CCc1cccc(F)c1 (centres undefined)	·	-0.3
CCOc1cncc(/C=C/CCNC)c1	4	1.0
COC1=CC(=O)O[C@@H](CCc2ccccc2)C1	·	-0.1
CCC[C@H]1C[C@H]2OC(=O)c3c(cc(OC)c(OC)c3O)[C@H]2O1	·	-0.7
CN1C[C@H](CNC(=O)OCc2ccccc2)C[C@@H]2c3cccc4c3c(cn4C)C[C@H]21	-9	-0.1

Quoted at random: 3 records from the list
SMILES	EZH2 inh	IDH1 mut inh
COC1=CC(=O)O[C@@H](CCc2ccccc2)C1	·	-0.1
Cc1ccc2c(c1)Cc1c(C(=O)NN3CCCCC3)nn(-c3ccc(Cl)cc3Cl)c1-2	7	-1.0
O=C(Cn1cc(C(=O)c2ccccc2)c2ccccc21)Nc1ccc(F)cc1	-3	0.0

Further entries
SMILES	EZH2 inh	IDH1 mut inh
C(=C\c1ccccc1)/CN1CCN(CCOC(c2ccccc2)c2ccccc2)CC1	9&37	-0.5&-0.1
O=C1NC(=O)c2c1c1c3ccccc3n3c1c1c2c2ccccc2n1C1CCC3O1	·	-0.3
CN1CCN(c2ccc3ccccc3n2)CC1	3	-0.1
COc1ccc(-c2cc(=O)c3c(OC)c(OC)c(OC)cc3o2)cc1	·	0.2
N#CC(O[C@@H]1O[C@H](CO)[C@@H](O)[C@H](O)[C@H]1O)c1ccccc1 (some centres undefined)	97*	-0.5
C[C@@H]1O[C@@H](O[C@@H]2C=C3CC[C@@H]4C(CC[C@]5(C)[C@@H](c6ccc(=O)oc6)CC[C@]45O)[C@@]3(C)CC2)[C@H](O)[C@H](O)[C@H]1O (some centres undefined)	·	0.1
C[C@H]1CN([C@@H](C)CO)C(=O)CCCn2nncc2CO[C@H]1CN(C)C(=O)Oc1cccc2ccccc12	4	1.3
COc1ccccc1N1CCNCC1	-7	-0.7
CC(C)[C@H]1C(=O)O[C@H](C(C)C)C(=O)N(C)[C@@H](C(C)C)C(=O)O[C@H](C(C)C)C(=O)N(C)[C@@H](C(C)C)C(=O)O[C@H](C(C)C)C(=O)N1C	·	0.2
CC(C)N(CCC(C(N)=O)(c1ccccc1)c1ccccn1)C(C)C (centres undefined)	·	0.1&-0.2
CNC(=O)O/N=C/C(C)(C)SC	8	-0.1
C/C=C(/C)C(=O)O[C@H]1C(C)=C2[C@H]([C@@H]1OC(=O)CCCCC)[C@@](C)(OC(C)=O)C[C@H](OC(=O)CCC)[C@@]1(O)[C@H]2OC(=O)[C@@]1(C)O	·	-2.4
Oc1ccc2c3c1OC1c4[nH]c5c(c4CC4(O)C(C2)N(CC2CC2)CCC314)CC1(O)C2Cc3ccc(O)c4c3C1(CCN2CC1CC1)C5O4 (centres undefined)	·	-6.3
COc1ccc(CC2(CCc3ccncc3)C(=O)NC(=O)N(c3cccc(C)c3)C2=O)c(OC)c1 (centres undefined)	-3	-0.2
CC(=O)OC1CN2CCC1CC2 (centres undefined)	·	0.0
C=C(C)[C@@H]1CCC(C)=C[C@H]1c1c(OC)cc(C)cc1OC	25	-0.5
CNc1ccccc1C(=O)O	-6	0.3
C[C@H](CO)N1C[C@H](C)[C@H](CN(C)C(=O)Oc2cccc3ccccc23)OCc2cn(nn2)CCCC1=O	0	-1.2
C[C@@H]1CN([C@@H](C)CO)C(=O)CCCn2cc(nn2)CO[C@@H]1CN(C)C(=O)Oc1cccc2ccccc12	-8	-3.0
C[C@]12CC[C@@H](O)C[C@@H]1CC[C@@H]1[C@@H]2CC[C@]2(C)[C@@H](C(=O)CO)CC[C@@H]12	-14	0.0

Reformatted in markdown: entries from further up.
| mol | EZH2 inh | IDH1 mut inh |
| --- | --- | --- |
| COc1ccccc1N1CCNCC1 | -7 | -0.7 |
| CC(C)[C@H]1C(=O)O[C@H](C(C)C)C(=O)N(C)[C@@H](C(C)C)C(=O)O[C@H](C(C)C)C(=O)N(C)[C@@H](C(C)C)C(=O)O[C@H](C(C)C)C(=O)N1C | · | 0.2 |
| CC(C)N(CCC(C(N)=O)(c1ccccc1)c1ccccn1)C(C)C (centres undefined) | · | 0.1&-0.2 |
| CNC(=O)O/N=C/C(C)(C)SC | 8 | -0.1 |

Full records, looked up by structure. Order of screens: EZH2 inh | IDH1 mut inh
`COc1ccccc1N1CCNCC1` as listed: -7 | -0.7
`C[C@]12CC[C@@H](O)C[C@@H]1CC[C@@H]1[C@@H]2CC[C@]2(C)[C@@H](C(=O)CO)CC[C@@H]12` as listed: -14 | 0.0
`C(=C\c1ccccc1)/CN1CCN(CCOC(c2ccccc2)c2ccccc2)CC1` as listed: 9&37 | -0.5&-0.1

Next part:
SMILES	EZH2 inh	IDH1 mut inh
CCCCC/C=C\C/C=C\C/C=C\C/C=C\CCCC(=O)NCc1ccc(O)c(OC)c1	43	1.7
C[C@@]12N[C@@H](Cc3ccccc31)c1ccccc12	·	2.0
C[C@]12C=CC(=O)C=C1CCC1C2CC[C@]2(C)C(=O)CCC12 (some centres undefined)	·	-0.6
COc1cc2c(cc1O)CCNC2C (centres undefined)	·	-0.6
C/C=C1/CN2C3CC1C(CO)C2Cc1c3[nH]c2ccc(OC)cc12 (centres undefined)	5	1.1
COc1ccc2c(c[n+](C)c3c4cc5c(cc4ccc23)OCO5)c1OC	-8	101*
COc1ccc2c(c1OC)C(=O)O[C@@H]2[C@@H]1c2cc3c(cc2CCN1C)OCO3	7	2.0
CCC1(C)CC(=O)NC(=O)C1	-11	0.2
CC(=O)OCC(=O)[C@H]1CC[C@H]2[C@@H]3CC[C@H]4C[C@H](O)CC[C@]4(C)[C@H]3C(=O)C[C@]12C	-8	-0.3
C=C(C)C1Cc2c(ccc3c(=O)c4c(oc23)COc2cc(OC)c(OC)cc2-4)O1 (centres undefined)	·	0.1
CC(C)(C)C(=O)c1cn(CC(=O)NCc2ccco2)c2ccccc12	11	-0.5
COc1cc(O)c(C(=O)O)c(-c2cc(O)c(O)cc2C)c1	·	-1.2
CCNc1nc(Cl)nc(NC(C)C)n1	10	0.3
CCCCC/C=C/C/C=C/C/C=C/C/C=C/CCCC(=O)NCCCC(=O)O	81*	0.4
CN1[C@@H]2CC[C@H]1CC(OC(=O)C1C=Nc3ccccc31)C2 (some centres undefined)	·	-0.1
Cc1ncsc1CCCl	-9	0.6
CC[C@H]1CN2CCC1C[C@H]2[C@H](O)c1ccnc2ccc(OC)cc12 (some centres undefined)	·	0.7
CC(Cc1ccc(O)cc1)NCC(O)c1cc(O)cc(O)c1 (centres undefined)	-4	-0.5
C=C(C)c1cc2cc(C(C)=O)c(O)cc2o1	21	·
O=C(O)c1nn(Cc2ccc(Cl)c(Cl)c2)c2ccccc12	-2	1.2
C[C@H]1CN([C@@H](C)CO)C(=O)CCCn2cc(nn2)CO[C@H]1CN(C)C(=O)Oc1cccc2ccccc12	-5	0.3
CCCN1CCC[C@@H]2Cc3nc(N)ncc3C[C@H]21	2	-0.2
O=[N+]([O-])c1ccccc1CNCCc1c[nH]c2ccccc12	3	-0.7
CC(C)=CC1C(C(=O)OCc2coc(Cc3ccccc3)c2)C1(C)C (centres undefined)	·	-0.3
CCCN1CCc2cccc3c2[C@H]1Cc1ccc(O)c(O)c1-3	9	19
CN1CCc2cc(Cl)c(O)cc2[C@H]2c3ccccc3CC[C@@H]21	-2	-0.9
Cc1c(O)c(C(=O)O)c(O)c2c1[C@H](C)[C@@H](C)OC2=O	-26	2.0
c1ccc(CCCN2CCN(CCOC(c3ccccc3)c3ccccc3)CC2)cc1	19	-0.8
O=C(O)COc1ccc(Cl)cc1Cl	-13	0.1
O=c1cccc2n1C[C@H]1CNCC2C1	·	1.7
COC(=O)C1=CCCN(C)C1	·	0.9
CN(C)C(=O)Oc1cc(OC(=O)N(C)C)cc(C(O)CNC(C)(C)C)c1 (centres undefined)	·	-0.4
CC(C)(C)c1o[nH]c(=O)c1CC(N)C(=O)O (centres undefined)	·	0.9
CC1=C2C[C@H]3[C@@H](CC=C4C[C@@H](O)CC[C@@]43C)[C@@H]2CC[C@]12O[C@@H]1C[C@H](C)CN[C@H]1[C@H]2C	0	0.6
O=C(CCCN1CCC2(CC1)C(=O)N(Cc1cccc(F)c1)CN2c1ccccc1)c1ccc(F)cc1	11	-0.4
CN1CCC2=C[C@H](O)[C@H]3OC(=O)c4cc5c(cc4[C@H]3[C@@H]21)OCO5	-5	0.4
NC(=NCCc1ccc(I)cc1)SCCCc1cnc[nH]1	-4	3.2
CC(C)=CC1C(C(=O)OCc2cccc(Oc3ccccc3)c2)C1(C)C (centres undefined)	·	-0.2
C[C@H]1CN([C@@H](C)CO)C(=O)CCCn2nncc2CO[C@@H]1CN(C)C(=O)Oc1ccccc1	·	0.6
CN1C[C@@H](NS(=O)(=O)N(C)C)C[C@@H]2c3cccc4c3c(cn4C)C[C@H]21	-7	-0.5
O=C(O)COc1cc(Cl)c(Cl)cc1Cl	3	3.0
C[C@@H]1CN([C@H](C)CO)C(=O)CCCn2nncc2CO[C@@H]1CN(C)C(=O)Oc1ccccc1	4	2.8
Cc1cccc(NC(=O)Cn2cc(C(=O)c3ccccc3)c3ccccc32)c1C	-8	0.0
COc1cc2c(cc1OC)[C@@]13CCN4CC5=CCO[C@H]6CC(=O)N2[C@H]1[C@H]6[C@H]5C[C@H]43	·	-0.1
CC1=C[C@H]2[C@]3(O)[C@H](C)[C@@H](O)[C@@]4(O)[C@H]([C@@H]3C=C(CO)C[C@]2(O)C1=O)C4(C)C	-3	0.2
OC(c1ccccc1)(c1ccccc1)C1CCNCC1	-15	1.0
CO[C@H]1[C@H](O)[C@H](O[C@H]2CC[C@]3(C)C4CC[C@]5(C)C(C6=CC(=O)OC6)CC[C@]5(O)C4CC[C@@H]3C2)O[C@@H](C)[C@@H]1O (some centres undefined)	·	0.2
CCOC(=O)[C@@H]1[C@@H]2NC(=S)N(C)[C@@]1(COCc1ccc(OC)cc1)Oc1ccccc12	7	·
CC(C)NCC(O)c1ccc(N)c(C#N)c1 (centres undefined)	·	0.3
COc1cc2ccc(=O)oc2c2ccoc12	-5	-0.3
CCCCCCCCCCCCCC(=O)O[C@@H]1[C@@H](C)[C@@]2(O)[C@@H](C=C(CO)C[C@]3(O)C(=O)C(C)=C[C@@H]23)[C@@H]2C(C)(C)[C@]12OC(C)=O	-11	3.3
CN1CC(C(=O)N[C@]2(C)O[C@@]3(O)[C@@H]4CCCN4C(=O)[C@H](Cc4ccccc4)N3C2=O)C=C2c3cccc4[nH]cc(c34)C[C@H]21 (some centres undefined)	·	-0.1
C=C[C@@H]1C2=CCOC(=O)C2=CO[C@H]1O[C@@H]1O[C@H](CO)[C@@H](O)[C@H](O)[C@H]1O	·	-0.2
CN1CCN(C(=O)CN=[N+]=[N-])CC1	3	·
COc1ccc(OC)c(NC(=S)NCCc2cnc[nH]2)c1	2	3.3
Cc1cc(O)cc2oc(=O)c3c(O)cc(O)cc3c12	·	-0.2
CC(C)C1(NC(=O)C2CC3c4cccc5[nH]cc(c45)CC3N(C)C2)OC2(O)C3CCCN3C(=O)C(Cc3ccccc3)N2C1=O (centres undefined)	·	-2.1
Cc1[nH]c2ccc(Cl)cc2c1C1=CCNCC1	-6	0.4
CN1C(CC(O)c2ccccc2)CCCC1CC(O)c1ccccc1 (centres undefined)	·	-0.4
COc1cc2c(cc1O)C(CCc1ccc(Cl)cc1)N(C)CC2 (centres undefined)	·	-1.8
Remaining list, next part:
SMILES	EZH2 inh	IDH1 mut inh
Clc1ccc(C2=CCCC3CCC2N3)cn1 (centres undefined)	·	0.0
COC1=C[C@@H]2C3=C([C@@H]2C1=O)[C@@H](NC(C)=O)CCc1cc(OC)c(OC)c(OC)c13	·	1.9
COc1cc2occc2c2oc(=O)ccc12	5	0.4
O=C(Cn1cc(C(=O)c2ccccc2)c2ccccc21)NCC1CCCO1 (centres undefined)	-6	0.0
CCC1(CC)C(=O)C=CNC1=O	-10	0.1
CN[C@@H](C)[C@@H](O)c1ccccc1	20	-0.2
NNCc1cccc(O)c1	14	3.0

Bioassay records from PubChem BioAssay.
